# Bioassay records from PubChem.
# NPY-Y2 antag: NPY-Y2 (human) receptor antagonism | P49146 | NPY-Y2 expressing cells, antagonist mode | inhibition, % at 2.7 µM | 0.99% of 140,000 active; in the data active = inhibition above about 17%;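 note: 0% = vehicle with agonist challenge and 100% = reference antagonist with challenge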
# Target sequence (P49146 whole entry, looked up): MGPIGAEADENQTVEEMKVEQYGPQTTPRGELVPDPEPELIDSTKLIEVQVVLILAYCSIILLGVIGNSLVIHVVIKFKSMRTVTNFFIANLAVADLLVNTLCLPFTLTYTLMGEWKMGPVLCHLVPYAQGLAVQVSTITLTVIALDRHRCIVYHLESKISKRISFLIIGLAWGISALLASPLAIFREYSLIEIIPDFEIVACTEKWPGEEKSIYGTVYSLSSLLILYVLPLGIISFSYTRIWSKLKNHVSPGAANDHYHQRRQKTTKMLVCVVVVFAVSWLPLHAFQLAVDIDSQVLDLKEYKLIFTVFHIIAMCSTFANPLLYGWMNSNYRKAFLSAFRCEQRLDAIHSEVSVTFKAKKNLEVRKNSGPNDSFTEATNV
# Measles CPE: protection of cells from measles virus; Measles virus-infected cells, CPE protection, absorbance; protection (pct of control), % at 4 µM; 1.5% of 140,000 active; AID 841; in the data active = protection mostly above about 24%, no sharp cut-off; inactive = mostly below about 26%; note: some compounds called inactive have numbers as strong as hits
# E-sel TNF inh: TNF alpha driven E-selectin expression inhibition | inhibition, % at 2 µM | AID 1246 | 0.71% of 120,000 active | HUVEC TNFa-induced E-selectin immunofluorescence, high content;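 active = inhibition above the batch mean plus 3 SD, and confirmed as a hit on visual image review, cut at about 43% in these data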;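 note: 0% = TNF-stimulated DMSO wells and 100% = unstimulated control wells; not every result past the cut was called active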
# MRP-1 activ: MRP-1 activation | H69AR cells + doxorubicin, viability rescue, CellTiter-Glo | viability increase, % at 10 µM | 0.61% of 140,000 active | AID 799;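 active = viability gain under doxorubicin at or above a set limit, the compound median plus 3 SD, cut at about 4.7% in these data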;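 note: MRP-1 overexpressing cells given doxorubicin 25 µM after compound pretreatment; 18-22 h compound pretreatment then 72 h with doxorubicin before readout; 0% = doxorubicin-only wells and 100% = vehicle-treated cells without doxorubicin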
# bCat KO growth: beta-catenin-lacking colon tumor cell growth suppression | viability, % at 10 µM | HCT116 beta-catenin knockout viability, CellTiter-Glo, 60 h; hits give low values | 1.5% of 140,000 active;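 active = viability at or under a set limit, the compound median less 4 SD, cut at about 6% in these data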;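 note: 0% = Hyamine 1622 control at 20 µM and 100% = untreated cell control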
# Phagocyt inh: blocks phagocytosis by macrophages; J774A.1 macrophage IgG-bead phagocytosis, imaging; inhibition, % at 5 µM; 0.07% of 110,000 active;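 active = inhibition above the mean of the plate negative controls plus 5 SD, cut at about 13% in these data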;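 note: phagocytic index as fraction of beads internalized from green versus red external bead signal; plate controls were DMSO negative control for no effect and cytochalasin-D positive control for full effect; some results beyond the cut were filed as inactive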
# BB579 growth dn: yeast BB579 growth reduction in restrictive medium; S. cerevisiae BB579 growth, OD615, 48 h; inhibition, % at 10 µM; 0.51% of 140,000 active; AID 804;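 active = inhibition above a set limit, 3 SD over the mean compound inhibition, cut at about 44% in these data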; note: inactives centre near -24
#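 controls = amphotericin B 10 µg/mL, positive | assay system = DeaD yeast strain BB579 | schedule = 48 h compound exposure at 30 °C after 4 h preincubation | detection = OD615 turbidity measurement | medium = restrictive CSMM-D medium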
# PTEN del growth: PTEN-deleted cell growth suppression | HCT116 PTEN-null viability, CellTiter-Glo, 60 h; hits give low values | viability, % at 10 µM | 1.2% of 140,000 active | AID 827;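 active = viability at or below a set limit, 4 SD under the median of all tested compounds, cut at about 3.7% in these data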;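 note: PTEN knockout HCT116 line with beta catenin targeted HCT116 as companion control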
# Yeast lifespan up: yeast lifespan extension; inhibition of the nicotinamide effect, % at 10 µM; S. cerevisiae growth with nicotinamide, OD615; deaD strain in restrictive glucose medium; 0.68% of 130,000 active; AID 775;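 active = inhibition above a set limit, placed 3 SD over the median of all compounds, cut at about 26% in these data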;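 note: 0% = nicotinamide-treated wells and 100% = cells grown without nicotinamide; some compounds called inactive have numbers as strong as hits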
#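 assay system = DeaD-strain S. cerevisiae | buffer or medium = restrictive glucose medium | reagent = 1.5 mM nicotinamide | compound = 10 µM single point, 0.25% DMSO | incubation = 48 h compound exposure at 30 °C, humidified | signal = OD615 measurement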
# GALR2 antag: antagonists of human galanin receptor 2 (GALR2). GALR2-expressing cells, antagonist mode. AID 828. inhibition, % at 4 µM. 0.39% of 140,000 active. O43603; in the data active = inhibition above about 27%;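 note: cells stimulated with galanin 1-16 at roughly its EC80; 0% = agonist challenge control and 100% = basal control without agonist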
# Target sequence (O43603 whole entry, looked up): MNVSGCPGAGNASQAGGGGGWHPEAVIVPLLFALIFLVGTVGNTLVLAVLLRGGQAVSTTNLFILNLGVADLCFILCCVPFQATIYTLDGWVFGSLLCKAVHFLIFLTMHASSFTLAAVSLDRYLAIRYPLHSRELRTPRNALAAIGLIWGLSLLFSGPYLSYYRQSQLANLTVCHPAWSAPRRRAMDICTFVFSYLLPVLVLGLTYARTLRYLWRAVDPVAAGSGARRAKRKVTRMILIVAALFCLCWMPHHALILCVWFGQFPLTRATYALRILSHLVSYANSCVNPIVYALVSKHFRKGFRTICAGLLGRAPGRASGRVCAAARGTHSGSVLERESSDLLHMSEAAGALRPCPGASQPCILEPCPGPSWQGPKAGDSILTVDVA
# Active calls of the source: *; . = not tested or not shown; & = joins results of further samples.
SMILES	Measles CPE	Yeast lifespan up	NPY-Y2 antag	BB579 growth dn	GALR2 antag	MRP-1 activ	Phagocyt inh	PTEN del growth	E-sel TNF inh	bCat KO growth
O=C(CN1CCOCC1)NN=C1CCCCCCCCCCC1	8	0	-1	-13	-3	0.5	.	93	27	86
COc1cc2c(cc1OC)C(Cc1ccc(O)cc1)NCC2 (configuration not stated)	3	3	0	-47	13	-2.9	.	75	.	65
O=C(COn1nnc2ccc(Cl)cc21)NCc1ccccc1	7	-26	1	-40	7	-3.1	0	96	.	88
Cc1cc(C)c(C#N)c(N2CCN(Cc3ccccc3)CC2)n1	4	-13	0	-28	-3	-3.0	-3	85	9	87
CCNc1nc(NC(C)CC)nc(Oc2ccc(=O)[nH]n2)n1 (configuration not stated)	4	-9	3	-20	-12	0.7	-1	103	.	106
CC(NC(=O)c1cccc(N2CCCC2=O)c1)c1ccc2c(c1)OCCO2 (configuration not stated)	13	-1	3	-15	2	-2.2	.	98	-2	95
CCOC(=O)C1(C)/C(=N/Nc2cccc(Cl)c2)C(=O)C(=O)N1c1ccccc1 (configuration not stated)	15	0	-1	-43	-2	-3.6	.	78	-4	82
Cc1cc(OCC(=O)Nc2ccc(OCc3ccccc3)cc2)nc(C(C)C)n1	35	-3	0	-47	6	-2.2	-1	83	.	86
CNC(=O)N(O)C1N(C)C(=O)N(Cc2ccccc2)C1(C)C (configuration not stated)	26	-4	4	-39	0	-2.3	-1	100	-21	102
CCC(C)(C)n1nnnc1CN1CCN(C(c2ccccc2)c2ccccc2)CC1	5	.	3	-6	-3	-1.6	.	69	-7	66
Cn1c(=O)c2cc(S(=O)(=O)Nc3cccc(F)c3)ccc2n(C)c1=O	17	4	3	-30	-7	-2.0	-1	86	-5	88
CCS(=O)(=O)n1nc(-c2ccc(Cl)cc2)nc1N	12	-13	1	9	-1	4.2	0	100	28	99
O=C(NCc1ccco1)C1CCN(c2nnc(-n3cccc3)s2)CC1	11	-7	3	-5	0	-2.9	2	85	-18	83
NS(=O)(=O)c1cccc(NC(=O)CSc2nn(-c3ccccc3)c(=S)s2)c1	3	0	1	-49	-1	-1.3	-7	94	.	98
COc1cc(NC(=S)NCc2ccc(S(N)(=O)=O)cc2)c(OC)cc1Cl	.	-2	1	0	10	-3.9	-6	76	.	85
COc1ccc(N2C(=O)c3ccccc3NC23CCC(C)CC3)cc1 (configuration not stated)	3	-2	2	-67	-4	-0.5	-2	119	20	92
CC1(C)NC(=O)N(CCOCCOc2ccc3ccccc3c2Br)C1=O	12	-8	0	-20	7	-2.1	6	77	-14	78
Cc1nc(C(F)(F)F)nc(Nc2ccc(Br)cc2)c1C#N	22	-8	5	-3	-13	-1.2	-1	96	-41	86
COc1ccc(NC(=O)COC(=O)c2cc(OC)c(OC)cc2NC(=O)c2ccco2)cc1OC	5	-9	1	-13	0	-0.2	2	99	.	109
CCCC(=O)Nc1ccc2nc(SCC(=O)Nc3nccs3)sc2c1	30	-5	2	3	-2	-4.0	0	86	22	97
CCSC1=C(C#N)C(c2ccc(F)cc2)CC(=O)N1 (configuration not stated)	14	-6	-2	10	-1	-2.5	0	88	-12	105
S=C(NC1CCCCC1)N1CCN(c2ccccn2)CC1	11	-1	1	0	-6	0.0	-8	87	-2	98
COc1ccc(Nc2nc3ccccc3n3cnnc23)cc1	12	-10	2	-35	9	-4.1	.	88	-12	84
COc1cc(/C=N/O)c(Br)cc1OCC(=O)Nc1ccccc1C	1	-5	2	-3	-3	-4.8	-1	93	.	92
Cc1ccc(C2=C/C(=C/c3cccnc3)C(=O)O2)c(C)c1	14	-2	2	-26	5	-0.4	-6	90	.	95
CCc1nnc(NC(=O)CSc2nccn2-c2cc(C)cc(C)c2)s1	4	-10	0	-32	-4	-3.5	2	81	11	74
CS(=O)(=O)N(Cc1ccc(Cl)cc1)c1ccc(C(=O)NCCSCc2ccco2)cc1	17	-7	-5	-63	-24	-1.0	-1	77	14	75
O=C(O)C1CCCCC1C(=O)Nc1cccc(C(=O)N2CCCCC2)c1 (configuration not stated)	6	1	-2	-25	-12	-0.9	-1	87	5	98
Cc1ccc(S(=O)(=O)Nc2ccc3oc(=O)sc3c2)c(C)c1	5	-5	0	-20	-9	-2.0	0	106	-19	100
Cc1ccc(NC(=O)CN2CCCN(S(=O)(=O)c3ccc(Br)s3)CC2)cc1	9	-9	5	-61	-3	-1.8	-1	80	20	72
CCOC(=O)c1ccc(NC(=S)NCCC2=CCCCC2)cc1	4	-7	0	-10	0	-4.1	-2	81	.	77
CCCCCCCCCCCCCCCC[n+]1cccc2ccccc21	5	-13	7	100*	11	-5.5	19	1.7*	.	1.4*
COc1ccc(Cn2c(=O)[nH]c3cc(C(=O)NCCCN4CCCCC4)ccc3c2=O)cc1	5	-9	-1	-30	0	-2.8	-2	75	.	86
O=C(Nc1ccccc1)c1cc2ccccc2o1	1	.	8	-12	7	-2.5	.	62	-7	51
Cc1cc(CSc2ccccc2)ccc1NC(=O)c1ccc(CN2CCOCC2)cc1	5	-10	3	-11	-10	-2.2	-6	27	5	21
CCn1c(COc2ccc3c(c2)OCO3)nnc1SCC(=O)c1ccccc1	3	-6	5	10	9	-1.6	6	89	-42	95
S=c1[nH]nc(C2CCCCC2)n1/N=C/C=C/c1ccccc1	1	-6	6	-20	-1	0.7	-5	77	5	67
COc1ccc(CC(=O)NCc2nnc(SCCOc3ccccc3)n2C)cc1	30	-1	4	-28	8	0.4	-1	115	-3	93
C=CCNC(=O)c1cccn1-c1ccsc1C(=O)OC	1	-7	-1	11	-5	0.2	.	85	-12	86
COc1ccc(NC(=O)c2cc(-c3cccs3)on2)cc1OC	7	-2	4	-36	12	-1.5	3	97	.	95
c1ccc2c(-n3cnnn3)cccc2c1	2	-12	0	-2	0	0.2	0	111	4	96
CC(C)CNC(=O)COc1ccc(Sc2ccc(OCC(=O)NCC(C)C)cc2)cc1	13	0	6	-9	-10	-2.6	-5	83	.	78
CCOc1ccc(CCNC(=O)C2CCN(c3nn4c(=O)cc(C)nc4s3)CC2)cc1OCC	9	-15	0	-33	3	-3.1	0	97	.	84
CC12CCC(C(=O)O)(C/C1=N\O)C2(C)C (configuration not stated)	16&6	1&5	1&-1	3&-20	10&4	-0.9&-0.3	0	91&95	-2	85&97
CC(C)OP(=O)(c1ccc(N(C)C)cc1)C(O)c1ccncc1 (configuration not stated)	6	-19	1	-23	-4	-1.4	-3	101	6	103
Cc1cc(=O)[nH]c(SCC(=O)N2c3ccccc3CC2C)n1 (configuration not stated)	22	-10	1	34	-2	-0.8	2	91	.	105
O=C1CCC(C(=O)NCCCn2ccnc2)N1 (configuration not stated)	3	-7	1	-21	-8	-2.2	0	98	.	99
CN1CCN(CC(=O)Nc2ccccc2[N+](=O)[O-])CC1	1	6	2	-28	3	-0.1	-6	93	1	87
Cn1c(=O)c(C(=O)c2ccccc2)nc2ccccc21	21	9	0	17	9	-1.9	-1	110	23	107
COc1cc(SC)ccc1C(=O)NCCOc1ccccc1Cl	5	-26	12	-42	3	1.6	-2	83	-12	85
CCc1c(C)nc(SCC(=O)Nc2cccc(Br)c2)[nH]c1=O	29	1	6	-41	3	-1.8	-2	97	3	93
N#CC(C(=O)NCc1ccccc1)c1nc2ccccc2nc1N1CCCC1 (configuration not stated)	5	-19	2	-38	-3	-2.8	2	72	.	77
CCC1CCCCN1C(=O)c1cccc(S(=O)(=O)Nc2cc(C(F)(F)F)ccc2Cl)c1 (configuration not stated)	5	3	1	-30	-1	-2.2	-5	93	.	95
Cn1cc(S(=O)(=O)N2CCN(c3ccccc3)CC2)c(=O)n(C)c1=O	3	-8	0	-15	-8	1.2	-1	109	1	103
COc1cc(NC(=S)NC(=O)c2ccccc2C)ccc1NC(=O)c1cccs1	1	-19	1	-64	4	-0.6	0	102	3	103
c1ccc(Cn2nnc3c(NCc4ccc5c(c4)OCO5)nc(C4CC4)nc32)cc1	14	-22	5	-1	0	-5.0	2	12	12	17

# Later entries
SMILES	Measles CPE	Yeast lifespan up	NPY-Y2 antag	BB579 growth dn	GALR2 antag	MRP-1 activ	Phagocyt inh	PTEN del growth	E-sel TNF inh	bCat KO growth
O=C(NNc1cccc(Cl)n1)Nc1ccccc1Cl	9	9	-2	-97	5	-1.2	.	105	-12	97
COc1ccc(Cl)cc1N1C(=O)C2CCCN2C1c1cccc(F)c1 (configuration not stated)	31	-7	1	-38	1	-2.2	0	100	-7	89
CCCCNC(=S)NNC(=O)c1csc(CC)c1	13	.	2	-14	6	-3.4	.	95	5	97
COc1ccc(-n2c(Cc3cccn3C)nnc2SCC(=O)Nc2nccs2)cc1	11	-3	8	-24	3	-2.2	0	96	20	93
CCOc1ccc(NC(=O)CN2CC(c3ccccc3)CC2=O)cc1 (configuration not stated)	5	-6	2	6	7	-0.8	0	95	.	113
C=CCNCc1cccn1-c1ccccc1	3	3	1	-2	3	-1.4	-3	81	.	84
O=C(CCCn1c(=S)[nH]c2ccc(Br)cc2c1=O)NCC1CCCO1 (configuration not stated)	11	-10	7	-11	3	-4.7	.	93	16	81
CC(=O)C1=C(O)C(=O)N(CCCn2ccnc2)C1c1ccc(C)cc1 (configuration not stated)	10	2	0	13	3	-2.5	.	98	3	93
c1c2c(cc3sc(N4CCOCC4)nc13)OCCO2	2	-8	3	-7	-3	-2.7	0	74	-3	73
CCCC(c1nnnn1Cc1ccco1)N1CCN(c2cc(Cl)ccc2C)CC1 (configuration not stated)	6	0	27*	-65	8	-1.9	-1	46	-6	56
N/C(=N\OC(=O)CC1CCCCC1)c1cccc([N+](=O)[O-])c1	5	-7	6	-32	2	-1.7	-4	97	-5	100
COc1cc(OC)c(CN2CCCCCCC2)cc1Br	3	17	16	-16	-9	-1.2	-1	76	6	81
CCC1CCc2c(sc(NC(=O)C3CC=CCC3C(=O)O)c2C#N)C1 (configuration not stated)	9	2	4	-4	6	-1.9	4	96	.	95
COc1ccc2nc(NC(=O)Cc3cccs3)sc2c1	22	-13	-4	-3	-14	2.2	-1	84	-4	98
O=C1CCCC(O)=C1N=Nc1ccc2c(c1)OCO2	7	-6	0	-41	9	7.7*	-1	82	.	83
COc1ccc(-c2nc3c(c(=O)c4ccccc4n3C)c(=O)n2Cc2ccccc2)cc1	17	11	2	-31	-1	0.0	-9	95	.	93
COCC(=O)Nc1nc2n(n1)C(c1ccc(Cl)cc1)CC(c1ccc(OC)cc1)N2 (configuration not stated)	17	-13	4	-28	-3	-0.7	-1	95	4	90
O=C1CCCC2=C1C1c3ccccc3C(=O)N1c1ccc(C(=O)c3ccccc3)cc1N2 (configuration not stated)	22	.	-2	6	18	-5.6	.	29	-2	40
